MITF act: increases MITF-driven TRPM1 promoter luciferase signal | SK-MEL-5 TRPM1-promoter luciferase, 24 h; % of positive control, neutral wells = 0 | AID 588334 | hit rate 0.75% among 300,000 | activation, % at 12.5 µM;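 active = mean activation of at least 80% with every replicate also reaching 80%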;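 note: 0% = neutral control wells and 100% = parthenolide positive control wells; values of inactives mirror those of a sister screen read the other way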
CAL PDZ FP-1: blocks peptide binding to the human CAL PDZ domain | Q9HD26 | purified CAL PDZ, TMR-peptide fluorescence polarization, 1 h | inhibition, % at 24.9 µM | hit rate 0.92% among 300,000 | AID 602252;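 active = mean inhibition of at least 30% with at least half of replicates also reaching 30%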;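 note: 0% = DMSO neutral control and 100% = excess unlabeled competitor peptide PRC23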
dFosB act: mouse delta FosB homodimer activation; P13346; purified delta FosB, TAMRA-CDK5 oligo fluorescence polarization; percent of positive-control signal above neutral wells; activation, % at 25 µM; hit rate 0.99% among 340,000;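 active = mean activation above about 17%, with every replicate also reaching it, limit read from the data, passing the limit was not always enough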;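 note: fluorescence polarization rise as delta FosB binds a TAMRA Cdk5 AP-1 oligo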
Target sequence (P13346 whole entry, looked up): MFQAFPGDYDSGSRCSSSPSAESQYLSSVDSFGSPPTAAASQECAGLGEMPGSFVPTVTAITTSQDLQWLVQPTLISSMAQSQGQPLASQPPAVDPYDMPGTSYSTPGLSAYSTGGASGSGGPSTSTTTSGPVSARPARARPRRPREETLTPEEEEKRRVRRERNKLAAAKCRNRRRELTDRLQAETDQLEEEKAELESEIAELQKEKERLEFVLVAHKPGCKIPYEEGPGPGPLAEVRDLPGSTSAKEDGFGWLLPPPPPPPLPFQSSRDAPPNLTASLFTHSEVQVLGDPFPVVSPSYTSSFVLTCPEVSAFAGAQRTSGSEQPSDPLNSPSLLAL
Tat export inh: inhibitors of E. coli Tat protein transport. hit rate 0.036% among 340,000. AID 488895. E. coli MC4100 TorA-mCherry Tat export, fluorescence. inhibition, % at 10 µM;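 active = mean replicate inhibition at least 50% and at least half of replicates individually reaching 50%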;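 note: exported cargo escapes ClpAP degradation while cytoplasmic cargo is degraded and loses fluorescence; 0% = median of neutral control wells and 100% = median of NaSCN control wells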
Rtt109 Vps75: blocks Candida albicans Rtt109/Vps75 acetyltransferase activity; Q5AAJ8; hit rate 0.16% among 330,000; inhibition, % at 34.9 µM; purified Rtt109/Vps75, ThioGlo CoA-SH fluorescence, 4 h; AID 540336;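 active = inhibition of at least 50% in every replicate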
Target sequence (Q5AAJ8 whole entry, looked up): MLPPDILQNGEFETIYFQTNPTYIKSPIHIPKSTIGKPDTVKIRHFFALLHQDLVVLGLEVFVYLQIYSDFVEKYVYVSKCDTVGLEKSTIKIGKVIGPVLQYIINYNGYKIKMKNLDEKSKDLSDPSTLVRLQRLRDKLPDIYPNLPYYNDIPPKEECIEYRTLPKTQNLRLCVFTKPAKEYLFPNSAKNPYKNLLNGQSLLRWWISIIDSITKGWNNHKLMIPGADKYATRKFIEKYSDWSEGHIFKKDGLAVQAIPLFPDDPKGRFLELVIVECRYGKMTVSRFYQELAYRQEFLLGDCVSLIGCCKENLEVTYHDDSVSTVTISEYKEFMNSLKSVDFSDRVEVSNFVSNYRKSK
CAL PDZ FP-2: blocks peptide binding to human CAL PDZ domain; AID 504414; hit rate 0.02% among 330,000; inhibition, % at 20 µM; purified CAL PDZ, TMR-peptide fluorescence polarization, 1 h; Q9HD26;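 active = highest replicate inhibition of at least 40%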;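 note: plate controls were DMSO neutral control wells for no effect and unlabeled competitor peptide control wells for full effect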
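Read-out basis: mP drop reported as inhibition | Assay system: Tagged CAL PDZ protein CerCALP, purified | Benchmarks: Unlabelled peptide for full inhibition, DMSO wells as neutral | Schedule: 1 h incubation at room temperature before polarization reading | Buffer or medium: Sodium phosphate/NaCl buffer pH 7.4 with TCEP, IgG, Thesit | Doses: Single point, 20 µM | Measured by: Fluorescence polarization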
CDK5 inh: blocks human CDK5/p35 kinase activity | Q00535+Q15078 | Recombinant CDK5/p35, ADP-Glo luminescence, 60 min | inhibition, % at 10 µM | hit rate 0.01% among 330,000 | AID 488839;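 active = highest replicate inhibition of at least 50% and at least 75% of replicates reaching 50%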;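 note: plate controls were DMSO neutral control for no effect and GW8510 at 10 µM for full effect; many of its hits are not listed in these tables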
RTF Ca sens act: cardiac RTF calcium sensitization | activation, % at 7.2 µM | IANBD-labeled TnC RTF fluorescence at EC20 calcium; 0% EC20 calcium, 100% full calcium | AID 493008 | hit rate 0.24% among 340,000 | P19429+P45379;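 active = activation above the mean over all tested compounds plus 3 SD, cut at about 30% in these data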;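 note: rise in fluorescence read as greater calcium sensitivity of cardiac thin filaments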
Wnt act: activates Wnt/beta-catenin signaling in a reporter cell assay. hit rate 1.2% among 300,000. activation, % at 9.35 µM. AID 743398. activator, plate reader; in the data active = activation above about 30%, passing the limit was not always enough;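 note: 0% = neutral control wells and 100% = positive control wells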
V-ATPase pH: alters yeast V-ATPase proton transport. S. cerevisiae, pHLuorin cytosolic pH fluorescence. AID 504577. hit rate 0.37% among 350,000. response, % at 10 µM; in the data active = response mostly above about 7.3%, no sharp cut-off; inactive = mostly below about 5.4%; note: actives read high; inactives centre near 0; some compounds called inactive have numbers as strong as hits
* = called active by the depositor; / = not tested or not shown.

Fields – MITF act	CAL PDZ FP-1	dFosB act	Tat export inh	Rtt109 Vps75	CAL PDZ FP-2	CDK5 inh	RTF Ca sens act	Wnt act	V-ATPase pH
(1) Cc1ccc(C2=[N+]([O-])C3(CCCCC/C3=N\NC(N)=O)N(O)C2(C)C)o1 (stereo not given)
  5	0	-1	-2	0	-0.7	0.0	2	/	4
(2) O=C(Nc1ccccc1)c1cccnc1N1CCCC1
  -13	-3	3	9	21	-2.1	0.6	0	/	-2
(3) CCCc1[nH]nc2c1C(c1ccccc1OC)C(C#N)=C(N)O2 (stereo not given)
  /	-1	-8	2	16	-1.4	1.1	12	-2	1
(4) O=C(COC(=O)Cn1c(C(F)(F)F)nc2ccccc21)Nc1ccc2c(c1)OCCO2
  -8	-3	-16	-15	21	-1.0	-0.1	0	/	2
(5) CCn1nnc(NC(=O)c2ccc(-c3ccccc3[N+](=O)[O-])o2)n1
  13	/	-5	-2	1	-0.4	0.9	2	1	1
(6) Cc1ccc(N2C(=O)SC(Cc3ccccc3)C2=O)cc1 (stereo not given)
  26	-4	-10	4	5	-0.3	1.1	0	-1	-2
(7) Cc1ccc(CCNC(=O)C2CCN(C(=O)c3sccc3-n3cccc3)CC2)cc1
  -11	2	-8	9	-1	-1.6	0.3	0	-2	1
(8) CCOc1ccc(N2CC(C(=O)Nc3ccc(S(=O)(=O)Nc4ncccn4)cc3)CC2=O)cc1 (stereo not given)
  1	-3	-1	-22	11	-0.5	0.3	0	2	-2
(9) COc1ccccc1C#Cc1ccc2c(=O)c3ccccc3n(C)c2c1
  21	-3	-8	-4	-14	-1.7	1.7	-2	-1	3
(10) Cc1cc2c(ncn2C(C)C)c(NS(=O)(=O)c2ccc(F)cc2)c1C
  5	0	-8	-3	11	-2.1	0.7	-2	-6	1
(11) O=[N+]([O-])c1cccc(-c2nnc(C3CC3)o2)c1
  -5	/	3	6	17	0.6	1.3	10	0	-9
(12) Cc1ccccc1OCC(=O)N/N=C1\CC(=O)CC(C)(C)C1
  -2	-6	-5	-1	15	-1.4	-0.6	1	1	-1
(13) COc1ccc(CN(Cc2ccccn2)S(=O)(=O)c2ccc(-n3cnnn3)cc2)cc1
  -5	1	-5	-5	6	-2.5	-0.1	4	/	4
(14) CCc1ccc(/C([O-])=C(/C(=S)NCCN2CCOCC2)[n+]2ccccc2)cc1
  -4	-1	-7	0	1	-0.9	-0.2	-1	0	-3
(15) CCOC(=O)c1ccccc1NC(=O)c1cc2ccccc2o1
  4	-4	-9	-1	1	1.5	0.3	-5	-2	-3
(16) COc1ccc(S(=O)(=O)NC2CCN(Cc3ccccc3)CC2)cc1NC(C)=O
  -1	-5	-5	-11	2	-1.1	-1.4	-5	2	-1
(17) Cc1cc(-c2ccccc2)nc(N(C)N)c1S(C)(=O)=O
  -4	2	-7	0	-1	-1.3	0.0	-1	1	-1
(18) CC(NO)/C(=N\O)c1cccs1 (stereo not given)
  2	-1	2	3	-5	-2.6	1.4	-1	-1	0
(19) O=C(NN1C(=O)c2ccccc2C1=O)C1C2CCCCC21 (stereo not given)
  -14	/	0	4	10	-0.4	0.4	-1	-2	-1
(20) O=C(CSc1nc2c(c(=O)n1-c1ccc(Br)cc1)SCC2)NCC1CCCO1 (stereo not given)
  /	0	-5	-2	-9	-1.9	-1.2	-8	/	2
(21) CC(C)(C)NC(=O)c1ccc2c(c1)N(CC(=O)N1CCCCC1)C(=O)C(C)(C)O2
  21	-5	1	0	5	-2.2	1.0	4	-2	-1
(22) Cc1ccc(NC(=O)/C=C/c2cccc(C(F)(F)F)c2)cc1
  20	/	-7	-1	-4	-1.6	0.6	6	-1	-1
(23) COc1ccc2nc(N3CCC(C)CC3)c(C#N)cc2c1
  84*	2	-7	6	-12	-3.6	-2.7	0	/	8
(24) OCc1nc2ccccc2n1/N=C/c1cccs1
  /	-2	-3	13	9	0.4	0.8	-1	0	4
(25) CCCCSCc1cc(C(=O)O)oc1C(C)(C)C
  -3	-1	2	2	-8	-4.6	3.9	1	0	0
(26) CC(Oc1ccc(Cl)cc1)c1ccn[nH]1 (stereo not given)
  9	7	-5	30	-2	-0.5	1.1	6	-1	4
(27) O=[N+]([O-])c1ccc(Oc2ccc(F)cc2)c2ccncc12
  -1	1	1	-8	-1	-0.7	-0.4	-5	-5	-2
(28) CSc1ccc(CCNC(=O)c2cc(-c3ccccc3)c(N3CCOCC3)s2)cc1
  -9	-5	-5	3	-17	-2.4	0.0	-3	-1	2
(29) CCN1CCN(C(=O)c2ccccc2N(Cc2ccccc2)S(C)(=O)=O)CC1
  1	/	-3	-3	0	-0.5	-5.1	6	/	8
(30) CCOc1ccc(C(O)c2nccn2C)cc1 (stereo not given)
  -1	-2	-5	-17	2	-1.0	/	-4	-1	1
(31) COc1ccc(C2OC(=O)CC2C(=O)NC2CCCCCC2)cc1OC (stereo not given)
  -3	/	-6	3	-5	-2.0	0.4	2	-2	2
(32) CC(=O)Nc1ccc(C=NNc2ccc([N+](=O)[O-])cc2S(=O)(=O)Nc2ccccc2C(=O)O)cc1
  9	-4	-2	12	11	0.4	-0.1	-9	0	-1
(33) CC(Oc1ccccc1)C(=O)OCC(=O)NC(=O)NC1CCCCC1 (stereo not given)
  3	-1	-8	7	-7	1.4	-0.9	-2	-2	4
(34) COc1ccc(N2C(=O)C(CC(=O)Nc3ccccc3)N(CCc3ccc(OC)c(OC)c3)C2=O)cc1 (stereo not given)
  -6	-5	-6	5	3	-2.6	0.2	-1	-2	-1
(35) COC(=O)c1nn(-c2cccc(Cl)c2)cc(OC)c1=O
  -6	11	-8	3	3	1.1	-0.1	-2	-2	3
(36) O=S(=O)(c1cccc(-c2nnc(-c3cccnc3)o2)c1)N1CCCCC1
  9	3	-4	-5	5	0.1	2.3	-1	/	8
(37) O=C1c2ccccc2C(O)N1c1cccnc1 (stereo not given)
  2	0	-1	-2	3	0.1	0.0	-3	-1	-1
(38) COc1ccc(CNC(=O)c2oc3ccc(S(=O)(=O)N4CCOCC4)cc3c2C)cc1
  -7	0	-12	14	7	0.5	-0.7	2	-3	-5
(39) COc1ccc(OC)c(CCNC(=O)c2ccc(CS(=O)Cc3ccc(Cl)cc3)o2)c1 (stereo not given)
  -5	/	-7	0	-20	-0.5	0.3	-5	-2	3
(40) CCCCN(CCCC)CCNC(=O)c1cn(C)c2ccc(S(=O)(=O)N(C)C3CCCCC3)cc2c1=O
  17	-3	-5	9	-4	-2.4	/	-2	1	0
(41) c1ccc(Nc2cccc3c(Nc4ccccc4)cccc23)cc1
  13	-6	-14	-4	15	-1.7	1.4	-6	-1	-2
(42) CC(=O)c1cnc2nc(C(F)(F)F)nn2c1C
  -6	-5	-4	-8	-29	0.5	-1.0	1	/	-4
(43) CCc1nnc(NC(=O)Cn2nc(-c3ccc(OC)c(OC)c3)ccc2=O)s1
  /	-3	9	5	-6	-0.6	-1.2	-5	-3	-5
(44) Cc1oc(-c2cc(F)ccc2F)nc1CN1CCN(C)C(=O)[C@@H]1C
  -2	7	7	-1	3	-0.6	-0.1	-8	-3	2
(45) Cc1ccc(S(=O)(=O)Nc2cccc3c2O[C@H](CN(C)C(=O)Nc2ccc(C(F)(F)F)cc2)[C@@H](C)CN([C@H](C)CO)C3=O)cc1
  3	-2	-4	-6	-7	0.1	1.8	-3	-1	-1
(46) O=C(CC1Sc2ccccc2NC1=O)OCc1cc(=O)oc2cc(O)ccc12 (stereo not given)
  -2	-3	-21	-5	-68	-2.1	-1.2	1	-1	-2
(47) COc1ccccc1NS(=O)(=O)c1ccc(C(=O)NCC(c2ccccc2OC)N(C)C)cc1 (stereo not given)
  3	-4	-11	-6	-18	-2.2	-1.5	3	0	1
(48) CCCn1[nH]cc(SC)c(=O)c1=O
  12	2	2	-16	11	0.6	2.0	-2	/	3

Among those listed so far, these contain four or more nitrogen atoms:
Fields – MITF act	CAL PDZ FP-1	dFosB act	Tat export inh	Rtt109 Vps75	CAL PDZ FP-2	CDK5 inh	RTF Ca sens act	Wnt act	V-ATPase pH
(1) Cc1ccc(C2=[N+]([O-])C3(CCCCC/C3=N\NC(N)=O)N(O)C2(C)C)o1 (stereo not given)
  5	0	-1	-2	0	-0.7	0.0	2	/	4
(3) CCCc1[nH]nc2c1C(c1ccccc1OC)C(C#N)=C(N)O2 (stereo not given)
  /	-1	-8	2	16	-1.4	1.1	12	-2	1
(5) CCn1nnc(NC(=O)c2ccc(-c3ccccc3[N+](=O)[O-])o2)n1
  13	/	-5	-2	1	-0.4	0.9	2	1	1
(8) CCOc1ccc(N2CC(C(=O)Nc3ccc(S(=O)(=O)Nc4ncccn4)cc3)CC2=O)cc1 (stereo not given)
  1	-3	-1	-22	11	-0.5	0.3	0	2	-2
(13) COc1ccc(CN(Cc2ccccn2)S(=O)(=O)c2ccc(-n3cnnn3)cc2)cc1
  -5	1	-5	-5	6	-2.5	-0.1	4	/	4
(32) CC(=O)Nc1ccc(C=NNc2ccc([N+](=O)[O-])cc2S(=O)(=O)Nc2ccccc2C(=O)O)cc1
  9	-4	-2	12	11	0.4	-0.1	-9	0	-1
(36) O=S(=O)(c1cccc(-c2nnc(-c3cccnc3)o2)c1)N1CCCCC1
  9	3	-4	-5	5	0.1	2.3	-1	/	8
(40) CCCCN(CCCC)CCNC(=O)c1cn(C)c2ccc(S(=O)(=O)N(C)C3CCCCC3)cc2c1=O
  17	-3	-5	9	-4	-2.4	/	-2	1	0
(42) CC(=O)c1cnc2nc(C(F)(F)F)nn2c1C
  -6	-5	-4	-8	-29	0.5	-1.0	1	/	-4
(43) CCc1nnc(NC(=O)Cn2nc(-c3ccc(OC)c(OC)c3)ccc2=O)s1
  /	-3	9	5	-6	-0.6	-1.2	-5	-3	-5
(45) Cc1ccc(S(=O)(=O)Nc2cccc3c2O[C@H](CN(C)C(=O)Nc2ccc(C(F)(F)F)cc2)[C@@H](C)CN([C@H](C)CO)C3=O)cc1
  3	-2	-4	-6	-7	0.1	1.8	-3	-1	-1

Some of these compounds in order of the Wnt act value, low to high:
no.	SMILES	Wnt act
44	Cc1oc(-c2cc(F)ccc2F)nc1CN1CCN(C)C(=O)[C@@H]1C	-3
31	COc1ccc(C2OC(=O)CC2C(=O)NC2CCCCCC2)cc1OC (stereo not given)	-2
45	Cc1ccc(S(=O)(=O)Nc2cccc3c2O[C@H](CN(C)C(=O)Nc2ccc(C(F)(F)F)cc2)[C@@H](C)CN([C@H](C)CO)C3=O)cc1	-1

Assay outcomes deposited in PubChem BioAssay by several laboratories.
